Bioassay records: PubChem BioAssay, National Center for Advancing Translational Sciences (NCATS)
FLuc inh = blocks purified firefly luciferase enzyme activity; 76,000 tested, 2.5% active; purified P. pyralis luciferase, luminescence, biochemical; Potency, µM (top dose mostly 115 µM), without a hit: at the highest dose activity change, negative = inhibition, most hits filed as inhibitors; also: potency is read from the fitted curve at half-maximal effect; nearly all actives have a fitted effect of over 65% in size
Target sequence (P08659 whole entry, looked up): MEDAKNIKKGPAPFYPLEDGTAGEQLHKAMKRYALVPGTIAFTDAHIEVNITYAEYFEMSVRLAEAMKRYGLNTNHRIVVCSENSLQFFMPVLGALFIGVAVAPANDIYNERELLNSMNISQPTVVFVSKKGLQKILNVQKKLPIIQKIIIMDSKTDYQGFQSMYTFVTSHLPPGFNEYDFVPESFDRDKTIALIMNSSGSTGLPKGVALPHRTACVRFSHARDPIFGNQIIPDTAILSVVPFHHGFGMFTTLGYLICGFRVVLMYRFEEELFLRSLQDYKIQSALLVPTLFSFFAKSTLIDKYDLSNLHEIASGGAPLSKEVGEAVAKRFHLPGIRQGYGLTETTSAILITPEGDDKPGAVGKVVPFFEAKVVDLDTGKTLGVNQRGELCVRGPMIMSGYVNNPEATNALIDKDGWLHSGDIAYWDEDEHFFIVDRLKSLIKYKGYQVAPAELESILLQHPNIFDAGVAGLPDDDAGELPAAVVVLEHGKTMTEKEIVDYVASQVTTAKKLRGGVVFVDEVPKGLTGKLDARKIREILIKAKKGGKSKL
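Luminescence read by CCD imager after adding enzyme (10nM final) to wells holding compound, titrated in qHTS. Substrates 10uM each D-luciferin and ATP; buffer 50mM Tris acetate pH 7.5, 10mM Mg acetate, Tween-20, BSA.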
GPT2 inhibitor = GPT2 alanine aminotransferase inhibition; Recombinant GPT2, coupled pyruvate oxidase/HRP Amplex Red fluorescence; Potency, µM (titrated, usually from 57.7 µM), for inactives: top-dose activity change, negative = inhibition, actives largely listed as inhibitors; 100,000 tested, 0.25% active; also: potency is read from the fitted curve at half-maximal effect; nearly all actives have a fitted effect of over 60% in size; many of its hits are not listed in these tables
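Inhibition is scored from Amplex Red fluorescence generated when pyruvate oxidase and HRP act on pyruvate released by GPT2. Reactions contain 10ng/uL enzyme, 250uM a-KG and 2mM L-alanine and run 30 min at room temperature.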
HEK293 viab = reduces viability of HEK-293 SNCA reporter cells; HEK-293-SNCA-luc viability, GF-AFC fluorescence, 24 h; Potency, µM (highest dose often 57.1 µM), inactives show top-dose activity change, negative = cytotoxicity, actives largely listed as cytotoxic; 150,000 tested, 0.12% active;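 also: potency is read from the fitted curve at half-maximal effect; 0% = DMSO-treated cells and -100% = medium-only wells without cells; nearly all actives have a fitted effect of over 30% in size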
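HEK-293-SNCA-luc cells (1500/well) plated 24 h, then exposed 24 h to a dilution series; GF-AFC added 30 min at 37C, fluorescence 405/540 nm; normalised to medium-only and DMSO wells, Hill fit.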
HEK cytotox = cytotoxic compounds in HEK 293 cells; HEK 293 viability, ATP luminescence (CellTiter-Glo), 48-72 h; Potency, µM (highest dose often 115 µM), inactives show at the top dose activity change, negative = cytotoxicity, actives largely listed as inhibitors; 94,000 tested, 6.6% active; also: potency is read from the fitted curve at half-maximal effect; nearly all actives have a fitted effect of over 60% in size
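Read-out: CellTiter-Glo ATP luminescence. Cells: HEK 293, 250 cells/well. Exposure: 48 or 72 hr, 37 degree Celsius.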
SNCA expr inh = reduces expression of the alpha-synuclein gene | HEK-293 SNCA-luciferase knock-in, luminescence, 24 h | Potency, µM (series often up to 57.2 µM), without a hit: top-dose activity change, negative = inhibition, most hits filed as inhibitors | 140,000 tested, 0.17% active;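 also: potency is read from the fitted curve at half-maximal effect; plate controls were DMSO cells for no effect and cell-free wells for full effect; nearly all actives have a fitted effect of over 45% in size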
IP6K1 inhibitor = inhibitors of human IP6K1; AID 1645851; Q92551; activity change, % (series mostly up to about 58 µM); IP6K1 kinase, ADP-Glo luminescence, 2 h; active compounds read low; 140,000 tested, 0.81% active; in the data active = activity change below about -25%
Target sequence (Q92551 whole entry, looked up): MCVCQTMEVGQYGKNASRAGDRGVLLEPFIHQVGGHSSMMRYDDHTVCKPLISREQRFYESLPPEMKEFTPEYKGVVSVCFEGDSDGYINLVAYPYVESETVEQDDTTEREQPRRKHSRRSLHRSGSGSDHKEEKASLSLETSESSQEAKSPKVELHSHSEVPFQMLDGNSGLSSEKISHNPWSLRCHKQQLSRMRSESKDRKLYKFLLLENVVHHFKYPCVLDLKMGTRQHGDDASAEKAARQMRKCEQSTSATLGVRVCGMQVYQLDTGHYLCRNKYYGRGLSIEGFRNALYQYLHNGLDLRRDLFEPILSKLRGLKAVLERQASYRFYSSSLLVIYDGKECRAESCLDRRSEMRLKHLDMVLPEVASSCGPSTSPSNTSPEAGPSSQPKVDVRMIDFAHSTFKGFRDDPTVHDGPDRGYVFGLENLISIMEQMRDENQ
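ADP-Glo luminescence measures ADP made by human IP6K1 during a 2 h RT reaction with ATP/IP6 (mix at 1.3 mM/130 uM); top library doses 57.5 and 19.1 uM final.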
NIH3T3 tox = NIH 3T3 cell cytotoxicity. NIH 3T3 viability, CellTiter-Glo ATP luminescence, 48-72 h. Potency, µM (series often up to 96.7 µM), inactives show top-dose activity change, negative = cytotoxicity, most hits filed as inhibitors. 94,000 tested, 4.3% active; also: potency is read from the fitted curve at half-maximal effect; nearly all actives have a fitted effect of over 55% in size
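Viability of NIH 3T3 cells after 48 or 72 hr compound treatment at 37 °C was assessed by CellTiter-Glo, with luminescence imaged following a 10 min room-temperature step.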
Starred values were filed as active, the others as inactive; i = inactive; ? = inconclusive; / = not tested or not shown; & = joins results of further samples; [ ] = remark or other dose. Unless noted, calls follow the shape of the dose curve; as a rule, active = well fitted curve in the direction sought with a large enough effect; inconclusive = small, poorly fitted or top-dose-only effect, or another doubt; inactive = no such curve, though single readings can be large; an effect the other way counts as inactive or inconclusive. Unless noted, % is scaled to controls: 0 for no effect and ±100 for the full control effect. Only part of the results is shown. The share of hits here may be higher or lower than overall.

Below each compound – FLuc inh, GPT2 inhibitor, HEK293 viab, HEK cytotox, SNCA expr inh, IP6K1 inhibitor, NIH3T3 tox
> CN(C)c1cccc(C(=O)N2CCC3(CCCN(CC4CC4)C3)C2)c1 (stereo not given)
→ 12%, i, 2%, -13%, 15%, -5, -2%
> CC(C)NC(=O)c1nc2sccn2c1Br
→ 2%[172 µM], i, 3%[87.6 µM], i, 3%[87.6 µM], 3, -8%[138 µM]
> CCCNC(=O)N1CCC(N2C(=O)C3(CCCC3)C2c2ccccc2)CC1 (stereo not given)
→ /, i, 2%, -5%, -13%, 1, -24%
> O=C1NCCCCCN(Cc2cccnc2)[C@@H]2CN(C(=O)C3CCCCC3)CC[C@@H]12
→ -14%, ?, -13%, -22%, -25%, 7, ?
> COc1cccc(N2C(=O)NC(=NC3CCCCC3)C23CCN(Cc2ccccc2)C3)c1 (stereo not given)
→ /, i, ?, -7%, ?, -6, -16%
> COc1ccc(Nc2cnc3ccc(-c4cccc(CO)c4)nn23)cc1OC
→ ?, -2%[88.5 µM], ?, ?, -7%[87.6 µM], -16, ?
> COc1cccc(C(=O)N2CCC3(CC2)N=C(c2ccccc2)NO3)c1
→ -6%, i, 11%, -20%, 4%, 3, -2%
> O[C@H]1CC[C@@H](Cc2cc(CN3CCN(c4ccccc4)CC3)on2)O[C@@H]1CNCc1ccccc1
→ 0%, i, 2%, ?, 5%, -2, ?
> CN1CCCN(C(=O)c2cc(F)cc(F)c2)c2ccccc21
→ -5%, 4%, -2%, ?, -6%, 2, ?
> COc1ccc(-c2cccc(C(=O)N3CCN(C(=O)c4ccc(C)cc4)CC3)c2)nn1
→ /, /, /, ?, /, -5, -23%
> N#Cc1c(-c2ccccc2)cc(-c2ccccc2)nc1SCC(O)CS(=O)(=O)Cc1ccccc1 (stereo not given)
→ /, /, -4%, /, 12%, -9, /
> O=C(C1CCCC1)N1CCc2nc(C3CC3)nc(-c3ccc(Cl)cc3)c2C1
→ -2%, -9%, 4%, ?, -3%, 8, ?
> O=C(O)c1ccccc1C(=O)N1C[C@@H]2C[C@H]1C(=O)N(Cc1ccccc1)c1ccccc1O2
→ -9%, i, 17%, -1%, -24%, -6, -21%
> COc1ccc(Cl)cc1NC(=O)c1nn(C)c2c1CS(=O)(=O)c1ccccc1-2
→ /, /, 10%, /, -3%, -4, /
> CC(C)CC(=O)N1CCCC(c2noc(COc3ccccc3)n2)C1 (stereo not given)
→ -16%, -9%, 2%[12.5 µM], ?, 110%[activator], 39, ?
> COc1ccc(-c2cc(N3CCC(NC(=O)c4ccc(F)cc4F)C3)n[nH]2)cc1 (stereo not given)
→ -16%, ?, 1%, ?, -19%, 6, ?
> Cc1c2cnn(-c3ccccc3)c(=O)c2c(C)n1CC(=O)NCc1ccc(Cl)cc1
→ /, /, 14%, /, 1%, -15, /
> CC(=O)Nc1cccc(NC(=O)C2CC(=O)N(c3n[nH]c4ccccc34)C2)c1 (stereo not given)
→ -1%, -12%, 5%, 0%, 3%, 1, 4%
> O=c1[nH]c(C2CCCN(Cc3cccc(-c4ccc(F)cc4F)c3)C2)nc2ccc(F)cc12 (stereo not given)
→ 1%, 0%&2%, -3%&-27%, 40µM*, ?, 18&-14, ?
> COc1ccc(S(=O)(=O)Nc2cc(-c3cn4ccccc4n3)ccc2C)cc1
→ /, /, -2%, /, 22%, 4, /
> Cc1ccc(NC(=O)C2CC(=O)Nc3nc(C)nn32)cc1 (stereo not given)
→ 2%, -10%, -1%, 1%, -10%, -12, i
> CN(Cc1cccc(C(F)(F)F)c1)C(=O)Nc1ccc(Cl)cc1
→ -24%, 1%, -2%, 40µM*, 38%[activator], 5, 20µM*
> COc1ccc(-c2cc(N3CCN(C(=O)c4ccc(Cl)cc4OC)CC3)n[nH]2)cc1
→ 9%, i, -14%, ?, 0%, -6, ?
> CCCn1c(C)cnc1CC1CCN(C(=O)c2cnc(C)cn2)CC1
→ -2%, -11%, 7%, i, 33%[activator], 8, -1%
> COc1cc(C(=O)Nc2cccc(OCc3cc(=O)n4cc(C)sc4n3)c2)cc(OC)c1OC
→ /, /, 0%, /, -4%, 9, /
> CN(C)C(=O)c1cc(-c2cc(Cl)cc(Cl)c2)c2nncn2n1
→ /, -2%[88.5 µM], -2%[87.6 µM], i, 6%[87.6 µM], -4, 0%[138 µM]
> CCOC(=O)c1ccccc1NC(=O)CCOc1ccccc1
→ /, /, 18%, /, 43%[activator], 18, /
> CCCc1cc(N2CCN(c3cc(Cl)ccc3C)CC2)n2cnnc2n1
→ /, /, -20%, /, ?, 4, /
> COc1ccccc1-c1ccc(CN2CCCCC2C(=O)NCc2ccc3c(c2)OCO3)cc1 (stereo not given)
→ /, /, /, 25µM*, /, 8, ?
> CCc1ccc(C2=CC(c3cccc(Br)c3)n3nnnc3N2)cc1 (stereo not given)
→ /, /, ?, /, 3%, 6, /
> CCCNC(=O)N1CCC(c2nc(CCOCC3CCOCC3)no2)C1 (stereo not given)
→ -9%, i, 3%[12.5 µM], -25%, -4%, 12, ?
> O=C(NCc1ccccc1)N1CCC(O)(c2csc(CN3CCc4ccccc4C3)n2)CC1
→ -4%, -1%, 1%, ?, -5%, 2, ?
> CCCn1c(=N)c(C(=O)NCC2CCCO2)cc2c(=O)n3cc(C)ccc3nc21 (stereo not given)
→ /, /, ?, /, 25%, -1, /
> O=C(c1ccc(Cl)nc1)N1CCC(c2nn(-c3ccccn3)c(=O)[nH]2)CC1
→ /, i, 1%, -13%, 14%, 7, -9%
> COc1ccc(C(=O)Nc2cccc(C(=O)OCc3cc(=O)n4c5c(sc4n3)CCCC5)c2)cc1
→ /, /, -3%, /, 0%, 5, /
> C[S+](=O)([O-])N1CCC(Cn2ccc3c(N4CCOCC4)nc(-c4ccncc4)cc32)CC1
→ 6%, i, 5%, ?, -8%, -8, 28µM*
> COc1ccc(CNC(=O)c2c(C)noc2-c2cccs2)cc1
→ -8%, i, 4%, ?, 3%, 1, -29%
> Cc1c(Cl)cccc1-n1ncc(C(=O)N2CCOCC2)c1C1CCN(C(=O)OC(C)(C)C)CC1
→ /, /, 4%, /, 0%, -5, /
> O=C(Nc1ccc(=O)n2c1[C@@H]1C[C@@H](CN(S(=O)(=O)c3ccccc3)C1)C2)c1ccc2c(c1)OCO2
→ 1%, -8%, ?, ?, ?, -1, ?
> O=C1CC(C(=O)N2CCC(O)(c3cccnc3)CC2)CN1Cc1ccccn1 (stereo not given)
→ 3%, i, -17%, -1%, 2%, 5, -23%
> O=C(Cn1ccn2nc(-c3ccccc3)c(CO)c2c1=O)Nc1cc(F)cc(F)c1
→ 0%, i, 6%, -27%, -26%, 6, ?
> Cc1nc(N2CCCC2)ncc1C(=O)NCc1ccccc1Cl
→ /, /, 15%, /, 24%, -4, /
> O=C(NCC1CCCO1)c1cc2n(n1)CC(c1ccc(Br)cc1)OC2 (stereo not given)
→ -11%, i, -3%, ?, -4%, -8, ?
> Cc1ccc(-c2noc([C@@H]3Cc4nc[nH]c4CN3C(=O)CCCC(=O)O)n2)cc1
→ ?, -2%[88.5 µM], -6%[87.6 µM], -5%[172 µM], ?, -7, -15%[174 µM]
> COc1ccc2c(CNCc3cccs3)c(C(=O)O)n(Cc3ccccc3)c2c1
→ /, /, 4%, /, 0%, -5, /

Among those listed so far, these contain bromine.
Below each compound – FLuc inh, GPT2 inhibitor, HEK293 viab, HEK cytotox, SNCA expr inh, IP6K1 inhibitor, NIH3T3 tox
> CC(C)NC(=O)c1nc2sccn2c1Br
→ 2%[172 µM], i, 3%[87.6 µM], i, 3%[87.6 µM], 3, -8%[138 µM]
> CCc1ccc(C2=CC(c3cccc(Br)c3)n3nnnc3N2)cc1 (stereo not given)
→ /, /, ?, /, 3%, 6, /
> O=C(NCC1CCCO1)c1cc2n(n1)CC(c1ccc(Br)cc1)OC2 (stereo not given)
→ -11%, i, -3%, ?, -4%, -8, ?

Going on with the list:
Below each compound – FLuc inh, GPT2 inhibitor, HEK293 viab, HEK cytotox, SNCA expr inh, IP6K1 inhibitor, NIH3T3 tox
> N#Cc1c(-n2ncnc2-c2cccc(Br)c2)sc2c1CCCCC2
→ /, /, -5%, /, -2%, -9, /
> CCOc1ccc(CC(=O)Nc2c(C(=O)Nc3ccc(OC)cc3OC)oc3ccccc23)cc1
→ /, /, 0%, /, 20%, 13, /
> O=C(NCc1cccnc1)C1CCC(=O)N(Cc2cccc(C(F)(F)F)c2)C1 (stereo not given)
→ 12%, -6%, -2%, -2%, 1%, 6, -3%
> CN(Cc1ccsc1)C(=O)C1CCCN(C2CCN(C(=O)C3CC3)CC2)C1 (stereo not given)
→ -5%, -13%, 4%, -3%, -5%, 14, -2%
> CN(Cc1cc(C(C)(C)C)n[nH]1)C(=O)[C@H]1CCC[C@@H](O)C1
→ 4%, i, 5%, -5%, ?, 7, ?
> COc1cccc(CNC(=O)C2(c3ccc(NC(C)=O)cc3)CCCCC2)c1
→ -9%, i, 0%, -16%, 0%, 8, -20%
> COc1ccc(NC(=O)N2CCC(Oc3ncccc3C(=O)N3CCOCC3)C2)cc1 (stereo not given)
→ 8%, 3%, -7%, ?, -11%, -4, i
> COc1ccc(-c2nn(-c3ccc(C)cc3)c3c2cnc2ccc(C)cc23)cc1OC
→ /, /, 11%, /, -8%, 20, /
> CN(C(=O)c1ccc2c(c1)N(Cc1ccccc1F)C(=O)c1ccccc1S2)C1CCCCC1
→ /, /, ?, /, ?, -9, /
> Cc1ccc(-n2c(=O)c3ccc(C(=O)NCc4ccccc4Cl)cc3n(CC(N)=O)c2=O)cc1
→ /, /, 6%, /, 4%, -1, /
> N#Cc1cccc(CN2CCOC[C@H]2c2ncc(-c3ccc(F)cc3)[nH]2)c1
→ 0%[172 µM], i, -11%[87.6 µM], 63µM*, 3%[87.6 µM], 16, ?
> COc1ccc(-n2nnc(C(=O)Nc3ccccc3F)c2N)cc1
→ /, /, -7%, /, -4%, 2, /
> O=C1[C@@H]2C[C@@H](CN2C(=O)c2ccccc2F)Oc2ccccc2N1Cc1ccccc1
→ -7%[172 µM], 2%[88.5 µM], -1%[87.6 µM], -21%[172 µM], -1%[87.6 µM], 6, -7%[138 µM]
> COc1ccc(Nc2cc(C(=O)NCc3ccccc3)c3ccccc3n2)cc1OC
→ /, /, 18%, /, -16%, -8, /
> Cc1cccc(C(=O)N2CCCC(Cc3nncn3C)C2)c1 (stereo not given)
→ -3%, -25%, -2%, i, ?, 3, 4%
> O=C(c1cccnc1)N1CCC2(CC1)C(=O)NN=C2c1ccncc1
→ -1%, -1%, 7%, 4%, 11%, -4, -8%

Complete entries, quoted from the list. Order of values: FLuc inh, GPT2 inhibitor, HEK293 viab, HEK cytotox, SNCA expr inh, IP6K1 inhibitor, NIH3T3 tox
`O=C(c1cccnc1)N1CCC2(CC1)C(=O)NN=C2c1ccncc1` is listed as -1%, -1%, 7%, 4%, 11%, -4, -8%
`COc1ccc(-n2nnc(C(=O)Nc3ccccc3F)c2N)cc1` is listed as /, /, -7%, /, -4%, 2, /
`N#Cc1c(-n2ncnc2-c2cccc(Br)c2)sc2c1CCCCC2` is listed as /, /, -5%, /, -2%, -9, /
